Screens from PubChem BioAssay.
S3 lipid droplet – qHTS Assay for Lipid Storage Modulators in Drosophila S3 Cells | Drosophila S3 cells, BODIPY lipid droplet fluorescence, 18-24 h; cells fed with added oleic acid | lipid storage change, negative = inhibition, % at the top dose, mostly 46.1 µM; hits show Potency in µM | 320,000 compounds, 0.64% hits; active means well fitted inhibition curve with a large enough effect in the signal ratio, with a control signal flat, not every such curve was filed as active; inconclusive means small, poorly fitted or top-dose-only effect, or effect the other way, or a change in a side signal; the % refers to the signal ratio
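Drosophila S3 cells loaded with oleic acid (400 uM, as added) and compounds at several concentrations; lipid droplets imaged by 488-nm laser-scanning cytometry, 500–530 nm intensity and object ratio to cell channel. Percent activity normalized to 20 uM Triacsin C.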
S3 lipid droplet cell count max – second read-out of S3 lipid droplet, no call of its own (marks repeat the call); cell number change, %; measured here: cell count max response;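 cells counted by Cell Tracker Red CMTPX staining in the red channel; peak over a dose series mostly up to 46.1 µM; percent activity relative to internal control wells on each plate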
The depositor's hits bear a star; i = inactive; ? = inconclusive; · = not tested or not shown; [ ] = remark or other dose. On the % scale 0 is the no-effect control and ±100 the full control effect; potency means the concentration at half of the fitted maximal effect. These rows are one share of the data; the hit share may differ from the screen's.

SMILES	S3 lipid droplet	S3 lipid droplet cell count max
CN(CC(=O)Nc1cccc(F)c1)CC(=O)Nc1cccc(S(=O)(=O)N2CCCCC2)c1	?	·
CC(C)CN(C(=O)C1CCCC1)C1CCS(=O)(=O)C1 (stereo unspecified)	-4%	-28
CCc1ccc(NC(=S)Nc2cc(OC)c(NC(=O)C(C)C)cc2OC)cc1	-7%	-9
Cc1ccc(N/N=C/c2cccnc2)cc1	-14%	7
COC(=O)c1c(C)c[nH]c1C	8%	12
S=c1[nH]nc(-c2ccco2)n1/N=C/c1ccccc1	?	·
Cc1cccc(NS(=O)(=O)c2cccc(C(=O)N3CCN(S(=O)(=O)c4ccccc4)CC3)c2)c1	19%	-12
Cc1cc(C)n(C(=O)c2ccc([N+](=O)[O-])cc2Cl)n1	?	·
CCc1oc(C(=O)O)cc1COC	?	·
O=C(c1cccc(C(F)(F)F)c1)N1CCC(O)(CS(=O)(=O)Cc2ccc(Cl)cc2)CC1	?	·
COc1ccccc1-c1cc(C(F)(F)F)nc(NCc2cccs2)n1	?	·
O=C(O)CNC(=O)c1ccc(NS(=O)(=O)c2ccc3ccccc3c2)cc1	?	·
O=S(=O)(NCC(Nc1ccc(Cl)cc1)c1ccccc1)c1ccc(Cl)cc1 (stereo unspecified)	?	·
Clc1ccc(Oc2cnns2)c(Cl)c1	?	·
COC(=O)c1nn(-c2cccc(C(F)(F)F)c2)c(=O)cc1Sc1ccccn1	?	·
CCOCc1nnc(NC(=O)CCS(=O)(=O)Cc2ccccc2)s1	i	3
CCOc1ccc(N2CC(C(=O)NCc3ccc4c(c3)OCO4)CC2=O)cc1 (stereo unspecified)	?	·
CC(NC(=O)Nc1ccc2c(c1)OCO2)c1ccncc1 (stereo unspecified)	-1%	2
O=C(COc1ccc([N+](=O)[O-])cc1)Nc1ccccc1C(=O)NC1CC1	2%	-13
Cn1c(=O)c2c(=O)cc(NNC(=O)CC#N)[nH]c2n(C)c1=O	1%	3
C=CCN1C(=O)/C(=C/c2ccsc2)SC1=S	0%	-17
COCCNC(=S)N(CCN(C)C)Cc1cc2cc3c(cc2[nH]c1=O)OCO3	?	·
CSc1ccccc1NC(=O)CSc1nnc(CNC(=O)c2ccccc2F)n1C	?	·
CCc1nnc(N/N=C/c2cccs2)n1N	19%	-10
CC1CCCCN1S(=O)(=O)c1ccc(-n2cnnn2)cc1 (stereo unspecified)	i	-3
Cc1ccc(C)n1-c1ccncc1	?	·
COc1ccc(NC(=O)C2CCN(S(=O)(=O)c3cn(C)nc3C)CC2)cc1	?	·
COc1ccc(Cn2cc(C(=O)c3ccccc3)c(=O)c3cc(OC)ccc32)cc1	-1%	11
O=c1oc2ccccc2c2c1nc(C(F)(F)F)n2-c1ccccc1	i	·
CCn1c(CNC(=O)COc2ccc(C(C)C)cc2)nnc1SCC(=O)Nc1ccccc1C(C)C	-1%	23
CCOC(=O)C1CCCN(C(=O)Cn2sc3nc(C)cc(C)c3c2=O)C1 (stereo unspecified)	?	·
Cc1cccc(C(C)C)c1NC(=O)c1c(-c2ccccc2)noc1C	?	·
CC1CC(=O)c2cnc(N3CCOCC3)nc2C1 (stereo unspecified)	?	·
CCN(CC(=O)NCc1cccs1)S(=O)(=O)c1cccc(Br)c1	8%	1
O=C(Oc1ccc(N(Cc2cccs2)C2=NS(=O)(=O)c3ccccc32)cc1)c1ccco1	1%	8
CC12CCC(C(=O)N3CCCc4ccccc43)(CC1=O)C2(C)C (stereo unspecified)	3%	4
COc1cc([N+](=O)[O-])ccc1NC(=S)Nn1cnnc1	?	·
O=C(Nc1ccccc1C(F)(F)F)N1CCCC(O)C1 (stereo unspecified)	-7%	1
CCOC(=O)c1c(C)cc(C)[nH]c1=O	-5%	3
COCCNC(=O)/C(C#N)=C/c1c(N2CCN(c3cccc(Cl)c3)CC2)nc2c(C)cccn2c1=O	-42%	-21
CCCSCCCNC(=O)c1ccc(C)c(NC(=O)C2=C(C)OCCS2)c1	?	·
CC1CN(c2nc3ccccn3c(=O)c2/C=C(\C#N)C(N)=O)CC(C)O1 (stereo unspecified)	-2%	12
CCOC(=O)Cc1csc(NC(=O)c2sc3nc4c(C)cc(C)cc4cc3c2N)n1	?	·
Cc1ccc(NS(=O)(=O)c2cn(C)c(=O)n(C)c2=O)c(C)c1	-9%	-7
CC1(C)CC(=O)C=C(c2ccc(F)nc2)C1	3%	6
Cn1cc(S(=O)(=O)NCCc2ccccc2)c(=O)n(C)c1=O	?	·
O=C(NCc1cccs1)c1nn2cccnc2c1Cl	?	·
O=C(COC(=O)c1nc(Cl)c(Cl)c(Cl)c1Cl)NCc1ccccc1	-15%	-9
CC(NC(=O)c1cc2cc(F)ccc2[nH]1)c1ccccc1 (stereo unspecified)	-1%	-9
COc1ccc(NC(=O)CN2CCCCC2)c([N+](=O)[O-])c1	i	·
CC(=O)c1ccc(NC(=O)C2CCC(C)(C(=O)O)C2(C)C)cc1 (stereo unspecified)	?	·
O=C(CCN1CCN(Cc2ccccc2)CC1)NNC(=O)Nc1cccc([N+](=O)[O-])c1	?	·
COc1ccc(S(=O)(=O)N(Cc2ccccc2)Cc2nc3ccccc3c(=O)[nH]2)cc1	11%	-15
CCn1c(=O)cc(OCC(=O)N2CCc3ccccc32)c2ccccc21	?	·
CCc1nn2c(=O)cc(CSCC(=O)Nc3ccccc3F)nc2s1	12%	-4
CCCCn1c(O)c(N=NC(=O)c2ccco2)c2ccccc21	?	·
CC(=O)Nc1ccc(C)c(NS(=O)(=O)c2cccc(C(F)(F)F)c2)c1	1%	-8
Cc1ccc(-n2ccc(-c3nn(-c4ccccc4)ccc3=O)n2)cc1	5%	-19
COc1ccc(N(C(C)=O)C2C=CS(=O)(=O)C2)c(OC)c1 (stereo unspecified)	-19%	3
CCOc1ccc(OCCSc2nnnn2-c2ccccc2)cc1	?	·

New compounds follow.
SMILES	S3 lipid droplet	S3 lipid droplet cell count max
CCc1nc(N2CCC3(CC2)OCCO3)c2nnn(Cc3ccccc3)c2n1	?	·
Cc1ccc(Cc2nnc(SCC(=O)Nc3ccccc3)[nH]c2=O)cc1	-12%[0.0737 µM]	11
Cc1ccc(/C=C/C(=O)OCC(=O)NC(=O)NCc2ccccc2)cc1	?	·
CC(=O)Nc1nonc1NC(=O)c1ccc(F)cc1	?	·
CCCS(=O)c1nc(C)cc(C)c1S(C)(=O)=O (stereo unspecified)	?	·
CCOC(=O)c1ccc(NC(=O)c2c(C)[nH]c(C(=O)OCC)c2C)cc1	?	·
Cn1c(NC(=O)c2cc(Cl)ccc2Cl)cc(=O)n(C)c1=O	?	·
CN(C)C(=O)C1C2NC(=S)N(c3ccccc3)C1(C)Oc1ccccc12 (stereo unspecified)	-5%	-9
O=C(CCCCCN1C(=O)C2C3C=CC(C3)C2C1=O)Nc1nccs1 (stereo unspecified)	-9%	-4
Cc1onc(-c2ccccc2)c1C(=O)N(CC(C)C)c1c(N)n(CC(C)C)c(=O)[nH]c1=O	?	·
CCN1CCCC1Cn1cnc2c([nH]c3ccc(Cl)cc32)c1=O (stereo unspecified)	22%	7
COc1ccc(N2CCN(C(=O)CCCC3=NS(=O)(=O)c4ccccc4N3)CC2)cc1	?	·
O=C(NCc1ccncc1)C(=O)N/N=C/c1ccccn1	-13%	18
CC(=O)N(c1ccc2oc(=O)sc2c1)S(=O)(=O)c1cccc2cccnc12	?	·
O=C(O)C1CCCN(S(=O)(=O)Cc2ccccc2)C1 (stereo unspecified)	?	·
CC(C)OC(=O)c1sc2nc3c(cc2c1N)C(=O)CCC3	8%	-15
O=C(c1ccccc1)C1CCN(C(=O)C2CCC(=O)N(Cc3cccc(F)c3)C2)CC1 (stereo unspecified)	?	·
CCOC(=O)C1=CN(Cc2ccc(OC)cc2)C=C(C(=O)OCC)C1c1cccs1	-9%[9.22 µM]	-8
C/C(=N/NC(=O)c1ccoc1C)C12CC3CC(CC(C3)C1)C2	?	·
O=C(CCc1ccc(S(=O)(=O)NCCc2ccccc2)cc1)NCc1ccc2c(c1)OCO2	?	·

A second format for some results above:
| SMILES | S3 lipid droplet | S3 lipid droplet cell count max |
| --- | --- | --- |
| COCCNC(=O)/C(C#N)=C/c1c(N2CCN(c3cccc(Cl)c3)CC2)nc2c(C)cccn2c1=O | -42% | -21 |
| CCCSCCCNC(=O)c1ccc(C)c(NC(=O)C2=C(C)OCCS2)c1 | ? | · |
| CC1CN(c2nc3ccccn3c(=O)c2/C=C(\C#N)C(N)=O)CC(C)O1 (stereo unspecified) | -2% | 12 |
| CCOC(=O)Cc1csc(NC(=O)c2sc3nc4c(C)cc(C)cc4cc3c2N)n1 | ? | · |
| Cc1ccc(NS(=O)(=O)c2cn(C)c(=O)n(C)c2=O)c(C)c1 | -9% | -7 |

6 consecutive entries out of the list so far:
SMILES	S3 lipid droplet	S3 lipid droplet cell count max
CCc1nc(N2CCC3(CC2)OCCO3)c2nnn(Cc3ccccc3)c2n1	?	·
Cc1ccc(Cc2nnc(SCC(=O)Nc3ccccc3)[nH]c2=O)cc1	-12%[0.0737 µM]	11
Cc1ccc(/C=C/C(=O)OCC(=O)NC(=O)NCc2ccccc2)cc1	?	·
CC(=O)Nc1nonc1NC(=O)c1ccc(F)cc1	?	·
CCCS(=O)c1nc(C)cc(C)c1S(C)(=O)=O (stereo unspecified)	?	·
CCOC(=O)c1ccc(NC(=O)c2c(C)[nH]c(C(=O)OCC)c2C)cc1	?	·

Going on with the list.
SMILES	S3 lipid droplet	S3 lipid droplet cell count max
CC(=O)c1cc2c(=O)c3cc(C)ccc3oc2nc1C	?	·
COc1ccc(C(NC(=O)C(C)C)c2c(O)ccc3ccccc23)cc1 (stereo unspecified)	-9%	3
COc1ccc(-c2ccc(NS(=O)(=O)c3cccc([N+](=O)[O-])c3)cc2)nn1	?	·
Cc1c(NC(=O)CCSc2ccc(Cl)cc2)c(=O)n(-c2ccccc2)n1C	?	·
CCc1ccc(C(C)NC(=O)C2(C)CC2(Br)Br)cc1 (stereo unspecified)	i	4
CCOC(=O)c1c(C)nc2ccc(Cl)cc2c1-c1ccccc1	?	·
COC(=O)c1ccc(C(=O)OC)c(NC(=O)CN(c2ccc3c(c2)OCO3)S(C)(=O)=O)c1	i	·
Cc1cc(Br)ccc1NC(=O)CNC(=O)Cc1ccc(S(=O)(=O)N2CCOCC2)s1	?	·
Cc1nc2cc(NC(=O)Nc3ccc(N4CCOCC4)cc3)ccc2n1C	i	4
CCCC(=O)N1CCN(c2nc3ccccc3s2)CC1	i	5
CCOC(=O)C(Cc1ccccc1)NC(=O)CNC(C)=O (stereo unspecified)	?	·
COCCCNC(=O)Cn1nc(-c2cccc(OC)c2)ccc1=O	i	-2
CCOC(=O)COc1ccc(C(=O)CC)cc1OC	-8%	2
Cc1ccc(Nc2nc(-c3ccccc3)c(CC(=O)O)s2)cc1	?	·
COc1ccccc1OC(C)C(=O)Nc1ccc2c(c1)OCCO2 (stereo unspecified)	?	·
Cc1sc2ccccc2[n+]1CC(=O)c1ccccc1	?	·
Cc1cc(C)c(OCC(=O)N(Cc2cccs2)C2CCS(=O)(=O)C2)c(C)c1 (stereo unspecified)	-27%	-4
Cc1ccccc1C(=O)NCCOc1ccccc1Cl	?	·
Cc1nc(NC(=O)COC(=O)C(C)NC(=O)c2ccccc2)c(Cl)cc1Cl (stereo unspecified)	7%	7
O=C1CCc2cc(S(=O)(=O)N3CCN(Cc4ccc5c(c4)OCO5)CC3)ccc2N1	i	9
O=C(c1ccco1)N(CCC(c1ccccc1)c1ccco1)Cc1ccccc1 (stereo unspecified)	?	·
CC(C)CCN1CCNC(=O)C1CC(=O)Nc1ccc(F)cc1 (stereo unspecified)	?	·
C=CCNC(=S)NNC(=O)c1cccn(Cc2ccc(Cl)c(Cl)c2)c1=O	?	·
COc1ccc(C(=O)NC(C)c2ccccc2)cc1Br (stereo unspecified)	?	·
CC(OC(=O)CCCCCN=C1NS(=O)(=O)c2ccccc21)C(=O)Nc1cc(Cl)cc(Cl)c1 (stereo unspecified)	?	·
COc1ccc(N2CCN(CCNC(=O)CCN3C(=O)COc4ccccc43)CC2)cc1	i	-7
O=C(NCc1ccc2c(c1)OCO2)NC12CC3CC(CC(C3)C1)C2	10%	-17
O=C1CN(C(=O)COC(=O)c2cccs2)c2ccccc2N1	-8%	-14
COCCNC(=O)/C(C#N)=C/c1cc(C(C)C)c(OC)cc1C	?	·
C=CCNC(=O)Nc1ccc2oc(C)nc2c1	-5%	17
O=C(COC(=O)c1cc(-c2ccco2)nc2ccccc12)NCc1ccccc1	?	·
CC1CC(C)CN(C(=O)CNS(=O)(=O)c2ccc(Br)s2)C1 (stereo unspecified)	-15%	-12
CN(C)c1nc(OCCOC(=O)COc2ccc(Cl)cc2Cl)nc(N(C)C)n1	?	·
CCOP(=O)(OCC)C(NC(=O)Nc1ccc(C)c(Cl)c1)c1ccccc1 (stereo unspecified)	?	·

Single records, from the list above.
Profile of `COc1ccc(Cn2cc(C(=O)c3ccccc3)c(=O)c3cc(OC)ccc32)cc1` → S3 lipid droplet = -1%; S3 lipid droplet cell count max = 11
Profile of `C=CCNC(=S)NNC(=O)c1cccn(Cc2ccc(Cl)c(Cl)c2)c1=O` → S3 lipid droplet = ?; S3 lipid droplet cell count max = ·

Looked up by structure from above (4):
SMILES	S3 lipid droplet	S3 lipid droplet cell count max
COc1ccc(C(=O)NC(C)c2ccccc2)cc1Br (stereo unspecified)	?	·
C=CCNC(=O)Nc1ccc2oc(C)nc2c1	-5%	17
O=C(c1ccco1)N(CCC(c1ccccc1)c1ccco1)Cc1ccccc1 (stereo unspecified)	?	·
C=CCNC(=S)NNC(=O)c1cccn(Cc2ccc(Cl)c(Cl)c2)c1=O	?	·
